Compound activity: PubChem, Emory University Molecular Libraries Screening Center
14-3-3 PPI = modulators of 14-3-3 gamma protein binding, primary screen, biochemical, fluorescence polarization; 14-3-3 protein gamma (Homo sapiens), P61981; FP, 14-3-3gamma / TMR-pS259-Raf peptide binding; inhibition, % at 40 µM; 160,000 tested, 0.19% active; in the data active means inhibition above about 30%;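 further: 0% = protein plus tracer without compound and 100% = blank with tracer alone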
Target sequence (P61981 whole entry, looked up): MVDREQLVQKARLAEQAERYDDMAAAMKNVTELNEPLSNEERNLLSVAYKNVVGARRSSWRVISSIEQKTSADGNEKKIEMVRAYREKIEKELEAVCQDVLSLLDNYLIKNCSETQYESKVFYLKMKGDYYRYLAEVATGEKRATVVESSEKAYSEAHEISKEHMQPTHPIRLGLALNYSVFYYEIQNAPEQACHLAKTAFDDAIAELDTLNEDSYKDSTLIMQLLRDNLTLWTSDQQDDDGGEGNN
Starred values were filed as active, the others as inactive; & = joins results of further samples. These rows are one share of the data; rates above refer to the full screens.

14-3-3 PPI	SMILES
-4	Cc1ccc(CC2S/C(=C(/C#N)C(=O)NCc3ccco3)N(c3ccccc3)C2=O)cc1 (centres undefined)
13	CCOc1ccc(C2C(C(=O)OC)=C(C)NC3=C2C(=O)CC(c2ccc(Cl)cc2)C3)cc1OC (centres undefined)
-33	Cc1cc(Br)c(O)c(C=Nc2ccc(-c3nc4ncccc4o3)cc2)c1
-4	O=C(NCC1CCCO1)C1CCN(S(=O)(=O)c2cccc3nonc23)CC1 (centres undefined)
-6	Clc1ccc(OCc2nn3c(-c4ccco4)nnc3s2)cc1
0	CCOc1ccc2c(c1)C1(SC(NC(C)=O)=NN1C(C)=O)C(=O)N2C(C)=O (centres undefined)
7	CCOC(=O)c1sc2ncnc(Nc3cc(OC)cc(OC)c3)c2c1C
-1	Cc1ccc(S(=O)(=O)c2cc3c(=O)n4ccccc4nc3n(C)c2=N)cc1
2	CC1CCC(N2CCN(Cc3ccccn3)CC2)CC1 (centres undefined)
-9	CCOC(=O)c1c(C)[nH]sc1=S
0	CC1CC(C)CN(S(=O)(=O)c2cc(C(=O)Nc3ccccc3Cl)ccc2F)C1 (centres undefined)
-6	O=C1C(=O)N(c2ccc(Br)cn2)C(c2ccccc2)/C1=C(\O)c1ccc(Cl)cc1 (centres undefined)
-4	COc1ccc(NC(=O)C(c2ccc(C)cc2)N(C)C(=O)c2cnccn2)cc1 (centres undefined)
-7	COc1cccc(OC)c1OCCOCCn1cnc2ccccc2c1=O
1	Cc1c(NS(=O)(=O)c2ccc(Br)s2)c(=O)n(-c2ccccc2)n1C
12	CCNS(=O)(=O)c1ccc(NC(=O)c2ccccc2OCC)cc1
-8	Cc1ccc(CNC(=O)c2ccc3nc4ccc(Cl)cc4c(=O)n3c2)cc1
0	COc1ccc(C2CC(C(F)(F)F)n3nc(C(=O)O)c(Br)c3N2)cc1 (centres undefined)
-3	COC(=O)C(C#N)C(=C1C(=O)CC(C)(C)CC1=O)c1ccc(O)cc1 (centres undefined)
-1	O=C(CC(SCCO)c1ccc2c(c1)OCO2)c1cccs1 (centres undefined)

3 entries from above, ordered by their value in 14-3-3 PPI, ascending:
14-3-3 PPI	SMILES
-9	CCOC(=O)c1c(C)[nH]sc1=S
-6	O=C1C(=O)N(c2ccc(Br)cn2)C(c2ccccc2)/C1=C(\O)c1ccc(Cl)cc1 (centres undefined)
0	COc1ccc(C2CC(C(F)(F)F)n3nc(C(=O)O)c(Br)c3N2)cc1 (centres undefined)

(more compounds)
14-3-3 PPI	SMILES
-12	COC(=O)c1ccc(C=Nc2c(C)n(C)n(-c3ccccc3)c2=O)cc1
-5	COC(=O)C1=CN(Cc2ccc(F)cc2)C=C(C(=O)OC)C1c1ccc(F)cc1
-9	Nc1nnc(SCC(=O)n2c3ccccc3c3ccccc32)s1
-1	CN1CCN(C(C(=O)NC2CCCC2)c2ccc(Cl)cc2)CC1 (centres undefined)
-2	Cc1ccc(CNC(=O)CCCn2c(=O)[nH]c3cc(Cl)ccc3c2=O)cc1
-7	CCOCC(=O)Nc1sc2c(c1C(=O)OCC)CCCC2
9	CCCN(CCC)C(=O)C[n+]1ccc(C(N)=O)cc1
-18	COc1ccc(Nc2cc(-n3nc(C)cc3-c3ccccc3)ncn2)cc1
0	Cc1nc2nc(SCC(=O)NC(C)c3ccccc3)nn2c(C)c1Cc1ccccc1 (centres undefined)
-1&-7	Cc1c(NC(=O)CN2C(=O)C3C4C=CC(C4)C3C2=O)c(=O)n(-c2ccccc2)n1C (centres undefined)
7	O=C1NC2(CCCCC2)Oc2ccccc21
-6	Cc1cc(C)nc(SCC(=O)N2CCCCC2)n1
-4	Cc1ccc(N)cc1N1C(=O)c2ccccc2C1=O
-35	O=C(CC1Nc2c3ccccc3nc(=S)n2C1=O)NCc1ccccc1Cl (centres undefined)
-4&-7	CN(C1CCS(=O)(=O)C1)S(=O)(=O)c1cccc2nsnc12 (centres undefined)
-3	CCN1CCN(C(c2cccs2)C(C)NC(=O)c2ccco2)CC1 (centres undefined)
-10	C[C@H](Cc1ccc(O)c(O)c1)[C@@H](C)Cc1ccc(O)c(O)c1
8	Cc1cc(O)c2c(C)cc(=O)oc2c1
-3	O=C(CNC(=O)c1ccco1)NCC(=O)OCc1cccc(C(=O)Oc2ccccc2)c1
-6	CCS(=O)(=O)N1CCCC(C(=O)NCc2cccc(OC)c2)C1 (centres undefined)

Copied from the list:
Result for `CN1CCN(C(C(=O)NC2CCCC2)c2ccc(Cl)cc2)CC1` (centres undefined) under 14-3-3 PPI: -1
Result for `COC(=O)C(C#N)C(=C1C(=O)CC(C)(C)CC1=O)c1ccc(O)cc1` (centres undefined) under 14-3-3 PPI: -3
Result for `CCS(=O)(=O)N1CCCC(C(=O)NCc2cccc(OC)c2)C1` (centres undefined) under 14-3-3 PPI: -6

(listing goes on)
14-3-3 PPI	SMILES
-2	Cc1cccc(-n2ccnc2SCC(=O)Nc2ccc(F)cc2)c1C
-12	O=C(CS(=O)(=O)c1c[nH]c2ccccc12)Nc1ccc2c(c1)OCO2
-3	CC(C)c1ccc(N(C)C(=O)CCn2c(=S)oc3ccccc32)cc1
-3	COc1cccc(C=Nc2cccc(NC(=O)c3ccc(F)cc3)c2)c1O
-7	Cc1ccc(CNc2oc(-c3ccco3)nc2C#N)cc1
-4	Cc1cc(C(F)(F)F)nc(SCC(=O)Nc2cccc(C(F)(F)F)c2)c1C#N
-2	Cc1ccccc1NC(=O)C(C(C)C)N1C(=O)c2ccccc2C1=O (centres undefined)
-2	CCOc1ccc2nc3c(cc2c1)CN(CCCO)C(=NCCOC)S3
-14	O=C(C1CCCN(S(=O)(=O)c2cccc3nonc23)C1)N1CCN(c2ccc(F)cc2)CC1 (centres undefined)
-7	CCCn1c(SCC(=O)c2ccc3c(c2)OCCO3)nnc1-c1ccco1
1	CCC(=O)O[C@]1(C(=O)CCl)[C@@H](C)C[C@H]2[C@@H]3CCC4=CC(=O)C=C[C@]4(C)[C@@]3(F)[C@@H](O)C[C@@]21C
-4	O=C(CCC(=O)c1cccs1)NCc1ccccc1
-2	CC1=CC(C)(C)N(C(=O)CSc2nnc3sc4ccccc4n23)c2ccc(C)cc21
-5	COCCNC(=O)C1c2ccccc2C(=O)N(C)C1c1ccc(OC)cc1 (centres undefined)
-3	CCOc1ccc(NC(=O)c2sc3c(c2N)C(c2ccc(Cl)cc2)C2=C(CCCC2=O)N3)cc1 (centres undefined)
-11	CCOC(=O)c1cc2c(=O)n3ccccc3nc2n(CCOC)c1=NC(=O)c1ccc(-c2ccccc2)cc1
2	Cn1cc(CC(=O)NCCc2ccc(Cl)cc2)c2ccccc21
2	CCOc1cccc(C2CC(c3cccc(Br)c3)=NC(c3ccccc3OC)N2)c1O (centres undefined)
-2	COc1ccc(NC(=O)Cn2cnc3ccc(S(=O)(=O)N4CCC(C)CC4)cc3c2=O)cc1Cl
-3	Cn1c(=O)c2c(SCC(=O)NCc3ccccc3)nc(-c3cccs3)nc2n(C)c1=O

Filtered by structure, those above with a cyano group.
14-3-3 PPI	SMILES
-4	Cc1ccc(CC2S/C(=C(/C#N)C(=O)NCc3ccco3)N(c3ccccc3)C2=O)cc1 (centres undefined)
-3	COC(=O)C(C#N)C(=C1C(=O)CC(C)(C)CC1=O)c1ccc(O)cc1 (centres undefined)
-7	Cc1ccc(CNc2oc(-c3ccco3)nc2C#N)cc1
-4	Cc1cc(C(F)(F)F)nc(SCC(=O)Nc2cccc(C(F)(F)F)c2)c1C#N

Continued.
14-3-3 PPI	SMILES
-4	Cc1cccc2cc3c(N)c(C(=O)N4CCOCC4)sc3nc12
-4	CCN(CC)CCCN1C(=O)c2oc3ccccc3c(=O)c2C1c1cccc(OC)c1OC (centres undefined)
-150	COCCNC(=O)c1c[nH]c2ccc(S(=O)(=O)Nc3ccccc3F)cc2c1=O
-18	COc1ccc(-c2cc(C(=O)N(C3CCCCC3)C3CCCCC3)no2)cc1OC
1	O=C(NCCCCNC(=O)c1cncc(Br)c1)c1cncc(Br)c1
-5	CCC1=NC(C(F)(F)F)(C(F)(F)F)c2c(n(Cc3ccco3)c(=O)[nH]c2=O)N1
-6	COC(=O)C1=C(O)CSC1=Nc1ccccc1
-4	COc1cc(CNCc2ccccc2OC)cc(OC)c1
-5	CCCC(O)C#CCN(CC)CC (centres undefined)
-16	CCOC(=O)c1c(NC(=O)CS(=O)(=O)c2cn(CC)c3ccccc23)sc2c1CCCC2
14	CN1C=CC2=C(C#N)C(N)C(C#N)(C#N)C(c3ccccc3)C2C1 (centres undefined)
8	CCN(CC)c1ccc(NC(=O)c2ccc(-c3ccc([N+](=O)[O-])cc3)o2)cc1
-36	O=C(CSc1nc2ccc(N=Cc3cc(I)ccc3O)cc2s1)Nc1ccccc1
-7	Cc1ccc(-n2c(SCC(=O)N3CCOCC3)nc3c(c2=O)SCC3)cc1
-2	c1cc2c(cc1C1CC1)OCCO2
-2	O=C(c1ccc2nc(N3CCOCC3)sc2c1)N1CCC2(CC1)OCCO2
-3	Cc1nc2c(ccc3nc(C)sc32)s1
-2	CCOC(=O)c1ccc(NC(=O)C(C)N(c2ccccc2)S(C)(=O)=O)cc1 (centres undefined)
-1	O=C(CSc1nc2ccccc2c(=O)n1Cc1ccc2c(c1)OCO2)c1ccc(Cl)cc1
-3	CCN(c1ccccc1)c1cc(C)nc2nc(C)nn12
1	CCC(C)NC(=O)CS(=O)Cc1nc(-c2cccc(C)c2)oc1C (centres undefined)
-10	Clc1ccc(Nc2c(-c3ccncc3)nc3ccc(Cl)cn23)cc1
7	Cc1cccc(NC(=O)c2cccc([N+](=O)[O-])c2)n1
-2	CCc1ccc(NC(=O)c2cc(-c3cccc(OC)c3)nc3ccccc23)cc1
-7	O=C(NCCCc1ccccc1)C1CC(=O)N(c2ccc3c(c2)OCCO3)C1 (centres undefined)
1	CCOC(=O)CSc1nnc(-c2ccoc2C)n1-c1ccc(OCC)cc1
0	CCOC(=O)c1c(C)n(C)c2ccc(O)c(CN(C)C)c12
5&-3	COc1ccc(S(=O)(=O)n2nc(OC(=O)c3ccco3)cc2N)cc1
1	CCOC(=O)c1[nH]c2ccccc2c1NC(=O)C12CC3CC(CC(C3)C1)C2
1	CC1CCN(C(=O)c2ccc(N(C)S(C)(=O)=O)cc2)CC1
7	O=C(O)c1ccccc1C(=O)Nc1cc(C(F)(F)F)ccc1Cl
-7	O=C(Nc1ccc(Cl)c(C(F)(F)F)c1)c1ccc(NC(=O)C2CCCO2)cc1 (centres undefined)
-4	C=CC1CCC(O)C(N(Cc2ccccc2)S(=O)(=O)c2ccc3ccccc3c2)C1 (centres undefined)
11	O=C(O)c1cc(C=Nc2ccc3c(c2)OCCOCCOCCO3)ccc1O
3	O=C(Nc1ccccn1)C1(c2ccccc2)CCCC1
-4	CCOC12NC(=O)CC(=O)N1C(c1ccccc1)=CS2 (centres undefined)
-7	CC1=C(C(=O)OCC2CCCCC2)C(c2cccc(Br)c2)NC(=O)N1 (centres undefined)
-5	O=[N+]([O-])c1ccccc1S(=O)(=O)N1CCN(C2CCCCC2)CC1
8	O=C(NC1CCCC1)c1ccc2c(c1)N(Cc1ccc(F)cc1)C(=O)CS2
21	CCSc1nnc2c(n1)OC(c1cc3c(cc1Cl)OCO3)Nc1ccccc1-2 (centres undefined)
-3	COc1ccccc1C(=O)NCCn1cc(SCc2ccc(F)cc2)c2ccccc21
6	c1ccc(C2CSc3c4ncnc-4ncn32)cc1 (centres undefined)
12	CCOC(=O)C1=C(C)N=C2SCCC(=O)N2C1c1ccccc1F (centres undefined)
-2	Cc1ccccc1CN1C(=O)C2(OCCCO2)c2ccccc21
-9	N#Cc1c(N)sc2c1CCCCCC2
-4	Cc1ccc(-n2ncc3c(Nc4ccc(I)cc4)ncnc32)cc1
-2	NC(=O)c1ccc[n+](CC(=O)c2ccc([N+](=O)[O-])cc2)c1
0	C=C(C)COc1ccc(-c2nc(N)ncc2Oc2ccccc2OC)c(O)c1
-1	O=C(C1c2ccccc2Oc2ccccc21)N1CCCCC1
-6	OCCN1CCN(CC(O)COc2ccc3c(c2)OCO3)CC1 (centres undefined)
7	COC(=O)c1ccc(NC(=O)C(c2ccccc2)C(c2ccccc2)c2ccccc2)cc1 (centres undefined)
-6	CCSc1nnc2c(n1)OC(c1cc3c(cc1Br)OCO3)N(C(C)=O)c1ccccc1-2 (centres undefined)
-20	CCOc1ccccc1NC1=C(Cl)C(=O)N(c2ccc(Br)cc2)C1=O
-5	COC(=O)C1=C(C)Nc2ncnn2C1c1ccc(OC)cc1 (centres undefined)
-1	N#CCSc1nnc(-c2ccccc2)c(-c2ccccc2)n1
-7	COc1cc2c(cc1OC)C(COc1ccccc1OC)N(C(=O)Nc1ccc(Cl)cc1)CC2 (centres undefined)
-1	Cc1ccccc1-c1noc(-c2cc(-c3ccc(F)cc3)nc3ccccc23)n1
0	Nc1c(Nc2ccccc2)c2ccccc2oc1=O
3	CCOc1cc2c(cc1OCC)C1C(C(=O)N3CCN(c4ccccc4F)CC3)c3ccccc3C(=O)N1CC2 (centres undefined)
-6	COc1ccc(N2C(=O)c3ccccc3NC2c2cc(OC)c(OC)c(OC)c2)cc1 (centres undefined)

(cont.)
14-3-3 PPI	SMILES
-87	CC(C)(C)c1ccc(C(=O)Nc2ccc(O)c(-c3nc4ccccc4o3)c2)cc1
-3	CCCCc1c(C)c2ccc(OCC(C)=O)cc2oc1=O
3	Cc1cc(NC(=O)COC(=O)C(Nc2ccc(C(F)(F)F)cc2Cl)C(C)C)no1 (centres undefined)
-2	COc1cccc(C(=O)OCC(=O)Nc2ccccc2N2CCOCC2)c1
1	CSc1ccccc1NC(=O)c1cc2c(=O)n3cccc(C)c3nc2s1
-2	O=C(NCc1ccccc1)c1ccc(-c2ccccc2F)o1
-2	O=C(c1sc2ccccc2c1Cl)n1cccn1
-19	COc1cccc(Nc2ncnc3nc[nH]c23)c1
7	O=C(NCCCn1ccnc1)c1cc2c(s1)CCCCC2
-8	COc1nc(C)nc2c1sc(=S)n2C
-8	O=c1c2sccc2nc(SCc2cc(=O)n3cc(Br)ccc3n2)n1Cc1ccccn1
